# Bioassay records deposited in PubChem BioAssay by National Center for Advancing Translational Sciences (NCATS).
# Pf growth 96h: Primary qHTS for delayed death inhibitors of the malarial parasite plastid, 96 hour incubation | P. falciparum luciferase reporter growth, 96 h | 320,000 compounds, 6.9% hits | Potency, µM (series often up to 28.7 µM), for inactives: at the top dose activity change, negative = inhibition, most hits filed as inhibitors; also: potency is read from the fitted curve at half-maximal effect; % is scaled to controls: 0 for no effect and ±100 for the full control effect
#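 Infected RBCs, 2% Hct / 0.05% parasitemia final; luciferase-reporter P. falciparum; cpd 96 h, 37 C, 5% CO2; luciferase detection reagent; luminescence.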
# TbPYK inhibitor: qHTS of Trypanosoma Brucei Inhibitors. pyruvate kinase (Trypanosoma brucei), Q57TT1. AID 624173, 2012. 410,000 compounds, 0.12% hits. TbPYK enzyme, Kinase-Glo Plus ATP luminescence, 45 min. Potency, µM (series often up to 76.8 µM), for the others: at the top dose activity, negative = inhibition, hits mostly inhibitors; also: potency is read from the fitted curve at half-maximal effect; % is scaled to controls: 0 for no effect and ±100 for the full control effect; nearly all actives have a fitted effect of over 50% in size
#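 Quantitative HTS: titrated library compounds versus trypanosomal pyruvate kinase in TEA buffer (pH 7.2) containing KCl, MgCl2, BSA and Tween-20. Reactions were initiated with ADP, 130 uM final. Kinase-Glo Plus luminescence was read after 45 min at RT.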
# Shiga toxin inh: A qHTS for Small Molecule Inhibitors of Shiga Toxin | Vero cells, Shiga toxin protein synthesis inhibition reporter | inhibition, % at 38.7 µM | 290,000 compounds, 9.2% hits; in the data active = inhibition mostly above about 28%, no sharp cut-off; inactive = mostly below about 43%; also: 0% is about no effect
# Pf growth 48h: Primary qHTS for delayed death inhibitors of the malarial parasite plastid, 48 hour incubation | P. falciparum luciferase growth in erythrocytes, 48 h | Potency, µM (titrated, usually from 28.7 µM), for the others: top-dose activity change, negative = inhibition, most hits filed as inhibitors | 310,000 compounds, 5.9% hits; also: potency is read from the fitted curve at half-maximal effect; % is scaled to controls: 0 for no effect and ±100 for the full control effect
#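 Read-out is firefly luciferase luminescence from an integrated reporter in P. falciparum, so falling signal marks reduced parasite growth. Infected erythrocytes were at 2% hematocrit and 0.1% parasitemia (final) in Albumax-supplemented RPMI 1640.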
# HCV inhibitor: qHTS Assay for Inhibitors of Hepatitis C Virus (HCV) | 340,000 compounds, 3.4% hits | Potency, µM (top dose mostly 41.8 µM), for the others: at the highest dose activity change, negative = inhibition, actives largely listed as inhibitors | Huh7.5.1 HCVcc-Cre infection, luciferase reporter, 44 h; also: potency is read from the fitted curve at half-maximal effect; % is scaled to controls: 0 for no effect and ±100 for the full control effect
#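 Whole-lifecycle infectious HCVcc-Cre system; cells 1,000/well, compound then virus (~0.5 moi) added 4 h after plating, 44 h culture. Luciferase read 15 sec following 15 min substrate incubation, room temp.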
# LmPK inhibitor: qHTS Assay for Inhibitors of Leishmania Mexicana Pyruvate Kinase (LmPK). 290,000 compounds, 0.37% hits. purified LmPK, Kinase-Glo ATP luminescence, 1 h. Potency, µM (doses to about 57.5 µM), for the others: top-dose activity change, negative = inhibition, most hits filed as inhibitors. Q27686. AID 1721, 2009; also: potency is read from the fitted curve at half-maximal effect; % is scaled to controls: 0 for no effect and ±100 for the full control effect
# Target sequence (Q27686 whole entry, looked up): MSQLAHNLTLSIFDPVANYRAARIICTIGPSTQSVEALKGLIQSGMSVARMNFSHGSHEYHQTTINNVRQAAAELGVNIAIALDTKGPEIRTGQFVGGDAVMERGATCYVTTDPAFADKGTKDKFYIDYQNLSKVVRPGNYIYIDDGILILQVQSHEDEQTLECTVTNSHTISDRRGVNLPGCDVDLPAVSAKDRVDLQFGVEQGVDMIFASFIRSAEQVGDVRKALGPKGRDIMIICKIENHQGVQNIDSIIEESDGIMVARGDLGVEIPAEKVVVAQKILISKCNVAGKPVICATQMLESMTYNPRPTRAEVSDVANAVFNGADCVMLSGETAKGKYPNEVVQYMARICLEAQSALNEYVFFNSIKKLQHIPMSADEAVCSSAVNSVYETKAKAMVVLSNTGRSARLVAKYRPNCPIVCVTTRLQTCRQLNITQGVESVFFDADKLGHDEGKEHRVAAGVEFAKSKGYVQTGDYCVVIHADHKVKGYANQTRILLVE
#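 0.1 nM LmPK, 0.5 mM PEP, 0.1 mM ADP; 50 mM imidazole pH 7.2, 7 mM MgCl2, 50 mM KCl; 1 h RT. Kinase-Glo luminescence readout, normalized to no-enzyme (full inhibition) and uninhibited wells.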
# Cycloheximide cs: Cycloheximide Counterscreen for Small Molecule Inhibitors of Shiga Toxin; 300,000 compounds, 12% hits; cell reporter, cycloheximide protein synthesis inhibition counterscreen; max response, %; in the data active = max response mostly above about 13%, no sharp cut-off; inactive = mostly below about 14%; also: read at 38.3 µM for the half of the compounds with a filed dose; 0% is about no effect
# * hit, by the source's call; ? = inconclusive; · = not tested or not shown; & = joins results of further samples; [ ] = dose if it differs, or a comment. Unless noted, calls follow the shape of the dose curve; as a rule, active = well fitted curve in the direction sought with a large enough effect; inconclusive = small, poorly fitted or top-dose-only effect, or another doubt; inactive = no such curve, though single readings can be large; an effect the other way counts as inactive or inconclusive.
Structure,Pf growth 96h,TbPYK inhibitor,Shiga toxin inh,Pf growth 48h,HCV inhibitor,LmPK inhibitor,Cycloheximide cs
NC(=O)Nc1ccccc1C(=O)NCCc1ccccc1,151%[activator],-6%,84*,221%[activator],36%[activator],2%,63*
CC(=O)Nc1c(C(=O)O)oc2ccccc12,-24%,-13%,41,97%[activator],-7%,0%,24*
O=C(NCc1ccc2c(c1)OCO2)C1CC(=O)N(c2ccc(O)cc2)C1 (configuration not stated),·,-2%,-8,15%,19%,7%,-2
O=C(NCc1ccc(Cl)cc1)C1CCCCN1S(=O)(=O)c1ccccc1 (configuration not stated),-5%,0%,17,-7%,-6%,-3%,1
N=c1c(S(=O)(=O)c2ccc(Br)cc2)cc2c(=O)n3ccccc3nc2n1Cc1ccccc1,-42%,3%,12,-28%,?,4%,5
C/C(=N\Nc1nc(N2CCOCC2)nc(N2CCOCC2)n1)c1cccc([N+](=O)[O-])c1,9%,-1%,-2,10µM*,?,-4%,-2
COc1ccc(N=C2SC(CC(=O)Nc3ccccc3)C(=O)N2CCc2ccccn2)cc1 (configuration not stated),15µM*,1%,17,?,5%,4%,18
CC1(C)CC(=O)C2=C(C1)NC(=O)C21C(C(=O)OC(C)(C)C)=C(N)Oc2ccc(Br)cc21 (configuration not stated),44%[activator],2%,-7,19%,·,0%,-1
Cc1ccc(S(=O)(=O)N(C)C)cc1NC(=O)CSc1nc2ncc(Cl)cc2[nH]1,?,-9%,·,?,2.5µM*,·,·
CCCNC(C)(C)COC(=O)c1ccccc1,6%&2%,3%&1%,·,-15%&-12%,13%,·,·
FC(F)(F)C(F)(F)C(F)(F)C(F)(F)C(F)(F)C(F)(F)C(F)(F)C(F)(F)Br,-9%,-3%,·,-10%,·,·,·
Cc1ccc(C(=O)NC(=O)CSc2ncccc2C(=O)O)cc1,80%[activator],-1%,-4,-5%,12%,18%,-2
COC(=O)c1sc(NC(=O)COc2cccc(C)c2)nc1C,63%[activator],-3%,28*,26%,-18%,0%,-2
CCOc1ccc(OCC)c(NC(=O)CN2CCN(CC(=O)NC(C)C)CC2)c1,13µM*,2%,-16,-53%,-18%,-7%,-4
O=C(O)c1cc(S(=O)(=O)NC23CC4CC(CC(C4)C2)C3)ccc1Cl,12%,-17%,-8,11%,15%,-2%,-3
CCN(CC)CCNC(=O)c1ccc(NC(C)=O)cc1,3%&1%&38%,3%&2%&-9%,8&-5,11%&-5%&37%,3%[8.37 µM],-2%&2%,0&3
c1cncc(COC2CCCN(Cc3nc(-c4cccs4)no3)C2)c1 (configuration not stated),19%,-11%,-2,1%,2%,2%,-3
COc1ccc(CN2CCNC(=O)C2CC(=O)NC2Cc3ccccc3C2)c(OC)c1 (configuration not stated),2%,1%,-8,16%,-12%,9%,-5
O=C(COC(=O)CCc1ccc(S(=O)(=O)N2CCOCC2)cc1)NC(=O)NC1CCCCC1,4%,7%,-9,8%,10%,9%,-2
O=C(O)CCCC(=O)Nc1ccc(C(=O)NCc2cccnc2)cc1,-5%,7%,-21,-5%,2%,6%,-2
COc1ccc(-c2nc(CN3CCC(C(=O)NCC4CCCO4)CC3)c(C)o2)cc1OC (configuration not stated),-28%,-2%,-7,4%,10%,-3%,-1
COc1cc(/C=N/NC(=O)c2cccc([N+](=O)[O-])c2)ccc1OCc1ccccc1,9.3µM*,-9%,-16,17µM*,?,2%,2
CCOC(=O)C1CCCN(C(=O)Cn2nc(C)n3nc(-c4ccccc4)cc3c2=O)C1 (configuration not stated),-8%,-5%,-5,-20%,-20%,4%,-1
COc1ccc2nc(Nc3nc4cc5c(cc4s3)OCO5)sc2c1,-4%,-13%,64*,-10%,-5%,4%,23*
CC1(C)Cc2ccccc2-c2nc(-c3ccccc3)oc(=O)c21,?,0%,-9,·,-13%,21%,1
C#CCOCCOCCOCCNc1nc(N2CCN(C(=O)CCCCCCCCCCNC(=O)[C@H]([C@@H](C)CC)n3cc(CCCCCN)nn3)CC2)nc(N2CCN(C(=O)CCCCCCCCCCNC(=O)[C@@H]([C@H](C)O)n3cc(C)nn3)CC2)n1,0.37µM*,-2%,·,0.47µM*,16%,·,·
CCN(CC(=O)Nc1ccccc1C(F)(F)F)C(=O)c1ccc(N2CCCC2=O)cc1,?,-10%,·,-24%,12%,·,·
CSc1ncc(Cl)c(C(=O)Nc2nnc(SC)s2)n1,14%,2%,-10,-4%,6%,-2%,-1
CC1CC(C#N)N(N(C)C)C1=C(C#N)C#N (configuration not stated),23%,4%,-7,6%,13%,-3%,1
Cc1[nH]c(=O)nc(SCc2ccc(Cl)c(Cl)c2)c1C#N,0%,3%,-18,9%,15%,-7%,-2
COc1cccc(CN(C(=O)c2cnccn2)C(C(=O)NC2CCCCC2)c2cc(OC)c(OC)c(OC)c2)c1 (configuration not stated),-13%,3%,-7,-13%,2%,-1%,-4
O=C(COn1nnc2ccc(Cl)cc21)Nc1ccc(F)cc1,?,24%,-11,12%,-2%,-2%,13
O=C(NNC(=S)Nc1ccc(F)cc1)C1CC1c1ccc(Cl)cc1 (configuration not stated),7%,-12%,8,25%,-13%,9%,3
c1ccc(-c2nnc(-c3ccccc3)c(-c3c[nH]c4ccccc34)n2)cc1,6%,-4%,11,-6%,-18%,4%,-1
COc1ccc2[nH]c(=O)c(CN(CCO)C(=O)NCc3ccccc3)cc2c1,0%,0%,16,12%,13%,-3%,8
O=C(CN(C(=O)c1ccccc1Cl)N1C(=O)C2C3C=CC(C3)C2C1=O)c1cccs1 (configuration not stated),?,-1%,25,9%,12%,0%,-3
COc1cc(CN2CCN(c3ccccc3C)CC2)cc([N+](=O)[O-])c1O,?,11%,-15,?,23%,-3%,-3
COc1ccc(NC(=O)c2ccccc2NC(=O)C2CC=CCC2C(=O)O)cc1 (configuration not stated),12%,36%[activator],88*,15%,28%,-8%,41*
CCn1c2c(c3cc(Br)ccc31)CCC/C2=N\O,·,8%,-9,?,?,-2%,-3
CCN(c1ccccc1)c1ncnc2c1cnn2-c1ccccc1,102%[activator],-2%,65*,·,-20%,9%,26*
O=C1CCC(C(=O)OCc2ccccc2)N1 (configuration not stated),-4%,1%,-8,·,13%,3%,-3
Nc1nc(-c2ccc([N+](=O)[O-])cc2)c(C(=O)Nc2ccc(Cl)cc2)s1,43%[activator],-4%,16,30%[activator],-28%,0%,-2
COc1ccc(-c2nc(SCC(=O)Nc3c(F)cccc3F)n[nH]2)cc1,7%,-1%,·,-14%,9%,·,·
CC(C)C(=O)Nc1cc(=O)[nH]c2ncnn12,-2%[5.75 µM],-3%,14,10%,-6%,-1%,-2
CN(C)P(=O)(NC(=O)c1cccn1C)N(C)C,2%,-7%,1,18%,2%,-1%,-3
N=C1/C(=C/c2coc3ccccc3c2=O)C(=O)N=C2SC(c3ccco3)=NN12,23%,-6%,-3,0%,-11%,7%,7
CCCCc1cc(=O)oc2cc(C)cc(OCc3nn[nH]n3)c12,-11%,-17%,-15,·,-1%,14%,-4
O=C1CC(c2c(F)cccc2Cl)C2=C(COC2=O)N1 (configuration not stated),33%[activator],-1%,-6,-13%,6%,-3%,-1
COc1cccc(CNn2cnnc2)c1OCc1ccc(F)cc1,27%,0%,19,7%,32%[activator],11%,11
NC(=O)Cn1cc(/C=N\NS(=O)(=O)c2ccccc2)c2ccccc21,?,-2%,-5,44%[activator],9%,2%,-1
COc1ccccc1N1CCN(C(=O)C2CC=CCC2C(=O)O)CC1 (configuration not stated),·,-10%,22,-6%,1%,-6%,-5
O=C(NCCc1ccccc1)c1ccc(Cl)nc1,-27%,-12%,60*,388%[activator],-1%,6%,33*
Cc1occc1C(=O)NNC(=O)C1CC1,12%,1%,-7,12%,-5%,-1%[11.5 µM],-7
CCOc1ccc(NC(C)=O)cc1N,27%,?,·,27%,27%,·,·
CCN(CC)c1nc(Oc2ccc(=O)[nH]n2)nc(N2CCOCC2)n1,10%,-2%,-10,-10%,-8%,0%,-1
O=C(CSc1ccc(-c2ccccn2)nn1)NC1CCCC1,?,-1%,25,6%,-2%,-1%,15
O=C(NCc1ccccn1)c1cc2cc(Br)ccc2oc1=O,·,-5%,-8,-5%,13%,-5%,1
COc1cccc(-c2nn(-c3ccc(C)cc3)cc2C(=O)N(C)CC(=O)Nc2cccc(F)c2)c1,15µM*,-4%,·,5.2µM*,?,·,·
O=C(Nc1ccc(F)cc1)c1ccc2ncsc2c1,153%[activator],-14%,91*,102%[activator],-1%,1%,59*
CC(C)OC(=O)Cc1nc2sc(-c3ccccc3)cc2c(=O)[nH]1,31%[activator],0%,69*,123%[activator],2%,6%,61*

# Entries of single compounds, looked up by structure. Order of screens: Pf growth 96h	TbPYK inhibitor	Shiga toxin inh	Pf growth 48h	HCV inhibitor	LmPK inhibitor	Cycloheximide cs
# N=C1/C(=C/c2coc3ccccc3c2=O)C(=O)N=C2SC(c3ccco3)=NN12 as listed: 23%	-6%	-3	0%	-11%	7%	7
# COc1cccc(-c2nn(-c3ccc(C)cc3)cc2C(=O)N(C)CC(=O)Nc2cccc(F)c2)c1 as listed: 15µM*	-4%	·	5.2µM*	?	·	·

# (further entries)
Structure,Pf growth 96h,TbPYK inhibitor,Shiga toxin inh,Pf growth 48h,HCV inhibitor,LmPK inhibitor,Cycloheximide cs
Cc1ccc(CSc2nc3nc(C)cc(C)c3c(=O)[nH]2)cc1,12%,2%,-18,14%,5%,5%,12
COC(=O)C1=C(C)N(Cc2ccccc2)C(=NCCCCO)N[C@H]1c1ccccc1,?,-13%,-5&2,41%&-28%[activator],1%,-12%&-1%,-1&1
N/C(=N\OC(=O)Cc1ccc([N+](=O)[O-])cc1)c1ccccn1,28%,-1%,124*,-7%,?,-3%,61*
N#CCC(=O)Nc1ccc(C(=O)OCC(=O)NNC(=O)c2cccs2)cc1,32%[activator],-4%,·,7%,14%[8.37 µM],·,·
Cc1cc(N2CCN(c3ccccc3)CC2)nc2ccccc12,0%,2%,51,13%,?,1%,10
O=[N+]([O-])c1ccccc1S(=O)(=O)NCCc1ccncc1,16%,-1%,39,35%[activator],14%,1%[11.5 µM],9
COc1ccc(C(=O)/C=C/c2ccc(OC)c(COc3ccc(F)cc3)c2)cc1,0%,6%,-13,?,?,0%,-1
Cc1c(-c2cccs2)[n+](=O)c2c(n1[O-])CCC2,30%[activator],6%,-18,7%,13%,9%,-3
Cc1ccccc1/C=N/NC(=O)Cn1nnc(N)n1,-12%,-5%,1,8%,5%,-3%,-3
COc1ccc(-c2csc(NC(=O)CSC(C)C(=O)Nc3cc(C)on3)n2)cc1OC (configuration not stated),?,-1%,·,?,?,·,·
CCN(CC)CCCNc1oc(-c2ccc(OC)c(OC)c2)nc1C#N,·,1%,-19,-4%,?,3%,-3
